Pin1 inh: human Pin1 inhibition; Q13526; Pin1 FP peptide displacement, HiFluor488, 10 min; Potency, µM (highest dose often 115 µM), for inactives: at the top dose activity, negative = inhibition, usual class: inhibitors; 0.009% of 390,000 active; AID 504891; active means well fitted inhibition curve with a large enough effect in the polarisation, with a control signal flat, not every such curve was filed as active; inconclusive means small, poorly fitted or top-dose-only effect, or effect the other way, or a change in a side signal; inactive means no such curve, though single readings can be large or run the other way; the % refers to the polarisation; further: potency means the concentration at half of the fitted maximal effect; on the % scale 0 is the no-effect control and ±100 the full control effect
Target sequence (Q13526 whole entry, looked up): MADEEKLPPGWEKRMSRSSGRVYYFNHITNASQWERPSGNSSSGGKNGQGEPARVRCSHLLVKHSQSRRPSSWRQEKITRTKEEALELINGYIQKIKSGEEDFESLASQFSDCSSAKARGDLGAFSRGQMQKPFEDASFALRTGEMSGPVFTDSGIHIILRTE
PI4K2A block: blocks human PI4K2A kinase activity | activity change, negative = inhibition, % at 76.9 µM | purified PI4K2A, ADP-Glo luminescence, 1 h; hits give low values | AID 1346378 | Q9BTU6 | 0.13% of 420,000 active; in the data active means activity change below about -50%; inconclusive means mostly about -30% to -49%;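 further: -100% = wells without enzyme as full effect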
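PI4K2A activity was measured by ADP-Glo luminescence: enzyme (4 ug/mL stock) and phosphatidylinositol (1.2 mM stock) in Tris pH 7.5/MgCl2/EGTA/Triton X-100 buffer were reacted with ATP (300 microM stock) for one hour at ambient temperature.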
G9a block: G9a (human) methyltransferase inhibition. Q96KQ7. G9a H3K9 monomethylation, AlphaScreen, 2 h. Potency, µM (titrated, usually from 102 µM), without a hit: at the highest dose activity, negative = inhibition, usual class: inhibitors. 8.8% of 350,000 active; further: potency means the concentration at half of the fitted maximal effect; on the % scale 0 is the no-effect control and ±100 the full control effect; nearly all actives have a fitted effect of over 75% in size
Target sequence (Q96KQ7 913-1193 limits assumed): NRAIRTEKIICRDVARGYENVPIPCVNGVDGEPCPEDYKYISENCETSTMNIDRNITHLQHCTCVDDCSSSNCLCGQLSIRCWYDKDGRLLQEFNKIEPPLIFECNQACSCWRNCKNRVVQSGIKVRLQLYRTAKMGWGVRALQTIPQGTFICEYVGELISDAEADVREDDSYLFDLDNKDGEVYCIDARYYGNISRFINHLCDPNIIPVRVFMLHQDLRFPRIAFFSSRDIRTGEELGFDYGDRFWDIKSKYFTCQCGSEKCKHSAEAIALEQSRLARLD
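AlphaScreen detection with an anti-monomethyl H3K9 antibody quantified product after a 2 h room-temperature reaction containing 500 nM biotinylated H3K9 peptide, 20 µM SAM and 20 nM enzyme, which had been preincubated 15 min with compound.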
GLS inh: inhibitors of human glutaminase (GLS); O94925; GLS enzymatic activity, qHTS titration; Potency, µM (top dose mostly 45.5 µM), for inactives: top-dose activity change, negative = inhibition, actives largely listed as inhibitors; 0.21% of 410,000 active; AID 624170; further: potency means the concentration at half of the fitted maximal effect; on the % scale 0 is the no-effect control and ±100 the full control effect
Target sequence (O94925 whole entry, looked up): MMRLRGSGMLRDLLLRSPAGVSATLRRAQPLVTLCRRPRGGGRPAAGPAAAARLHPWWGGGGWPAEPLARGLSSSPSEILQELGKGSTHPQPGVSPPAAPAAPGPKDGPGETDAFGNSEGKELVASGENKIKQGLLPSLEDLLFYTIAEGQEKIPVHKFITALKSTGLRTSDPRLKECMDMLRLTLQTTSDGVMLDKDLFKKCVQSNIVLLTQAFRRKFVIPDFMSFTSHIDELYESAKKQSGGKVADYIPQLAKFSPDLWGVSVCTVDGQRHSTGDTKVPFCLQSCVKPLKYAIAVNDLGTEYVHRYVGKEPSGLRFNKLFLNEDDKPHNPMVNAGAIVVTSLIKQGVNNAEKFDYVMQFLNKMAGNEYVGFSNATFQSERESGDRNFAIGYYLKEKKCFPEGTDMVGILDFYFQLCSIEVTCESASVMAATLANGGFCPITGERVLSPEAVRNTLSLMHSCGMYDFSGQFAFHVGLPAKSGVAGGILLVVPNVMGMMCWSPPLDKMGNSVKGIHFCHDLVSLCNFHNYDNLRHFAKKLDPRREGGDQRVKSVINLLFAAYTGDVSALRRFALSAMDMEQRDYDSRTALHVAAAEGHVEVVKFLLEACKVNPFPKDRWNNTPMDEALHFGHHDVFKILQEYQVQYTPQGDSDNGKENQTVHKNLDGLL
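Read-out is an Amplex red fluorescence increase coupled through glutamate oxidase and HRP, measured before and after 30 min room-temperature incubation. hKGA is in 45 mM KH2PO4 (pH 8.2) with 0.02% Tween-20; glutamine added as 1mM solution.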
JMJD2A Tudor: blocks the human JMJD2A Tudor domain | 4.4% of 390,000 active | O75164 | Potency, µM (highest dose often 114 µM), for inactives: at the highest dose activity change, negative = inhibition, actives largely listed as inhibitors | AlphaScreen JMJD2A-Tudor / H3K4me3 peptide binding; further: potency means the concentration at half of the fitted maximal effect; on the % scale 0 is the no-effect control and ±100 the full control effect; nearly all actives have a fitted effect of over 50% in size
HP1b chromo inh: blocks HP1-beta chromodomain binding to methylated histone tails. P83916. AlphaScreen HP1-beta / biotin-H3K9me3 peptide binding. Potency, µM (series often up to 114 µM), inactives show top-dose activity change, negative = inhibition, most hits filed as inhibitors. 0.56% of 390,000 active. AID 540317; further: potency means the concentration at half of the fitted maximal effect; nearly all actives have a fitted effect of over 70% in size; inactives centre near 23
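Compound inhibition of the preformed complex between 50 nM HP1-beta and 50 nM biotinylated H3K9me3 peptide was read by AlphaScreen. Buffer was PBS pH 7.4 with 0.01% Tween-20. Incubations ran 30 min at room temperature, with 10 ug/mL donor/acceptor beads.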
BAZ2B inh: BAZ2B (human) inhibition. Q9UIF8. AlphaScreen BAZ2B-H3K14Ac peptide displacement. Potency, µM (top dose mostly 114 µM), without a hit: at the highest dose activity change, negative = inhibition, most hits filed as inhibitors. 4.4% of 360,000 active; further: potency means the concentration at half of the fitted maximal effect; on the % scale 0 is the no-effect control and ±100 the full control effect; nearly all actives have a fitted effect of over 60% in size
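AlphaScreen displacement of biotin-H3(5-23)K14Ac peptide (50 nM final) from BAZ2B (50 nM final) in PBS pH 7.4, 0.01% Tween-20; complex preformed 30 min RT, then compounds (top 110 uM) 30 min RT, beads 20 min dark.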
Tb PGK inh: T. brucei PGK inhibition | AID 602233 | PGK/GAPDH coupled, Kinase-Glo luminescence, 60 min | 0.043% of 380,000 active | P07378 | Potency, µM (series often up to 57.5 µM), for inactives: at the highest dose activity change, negative = inhibition, usual class: inhibitors; further: potency means the concentration at half of the fitted maximal effect; on the % scale 0 is the no-effect control and ±100 the full control effect; nearly all actives have a fitted effect of over 60% in size
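Luminescent ATP detection (Kinase-Glo Plus) follows a 60-minute room-temperature incubation, with wells lacking PGK as controls. Buffer: 100 mM TEA (pH 7.6), 5 mM MgCl2, 0.01% Tween-20. Coupling enzyme GAPDH (100 nM final) supplies unstable 1,3-BPG in-well.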
Pol eta inh: DNA polymerase eta (human) inhibition. recombinant Pol eta, fluorescent DNA replication assay. Potency, µM (titrated, usually from 114 µM), inactives show top-dose activity change, negative = inhibition, most hits filed as inhibitors. 1.2% of 390,000 active. Q9Y253; further: potency means the concentration at half of the fitted maximal effect; on the % scale 0 is the no-effect control and ±100 the full control effect
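Pol eta at 10 nM preincubated with compounds 15 min at room temperature; reaction started with fluorescent substrate (50 nM final) and read kinetically at 0 and 10 min.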
The depositor's hits bear a star; i = inactive; u = inconclusive; x = not tested or not shown; [ ] = dose if it differs, or a comment. Unless noted, the call rests on the fitted dose curve; in most records, active means well fitted curve in the direction sought with a large enough effect; inconclusive means small, poorly fitted or top-dose-only effect, or another doubt; inactive means no such curve, though single readings can be large; an effect the other way counts as inactive or inconclusive. Some of the compounds tested, so the mix of outcomes need not match the whole.

Compound	Pin1 inh	PI4K2A block	G9a block	GLS inh	JMJD2A Tudor	HP1b chromo inh	BAZ2B inh	Tb PGK inh	Pol eta inh
CN(C(=O)CSc1nc2scc(-c3ccccc3)c2c(=O)[nH]1)c1ccccc1	42.5%[activator]	8.1	x	16.9%	u	14.9%	x	-5.9%	-19.5%
O=C(CCC1CCCCC1)Nc1cc(Cl)ccc1N1CCOCC1	-1.6%	-2.2	34.2%	-0.8%	27.6%	67.4%[activator]	15.5%	-5.7%	-20.0%
Cc1cccc(OCc2cc(=O)n3c4c(sc3n2)CCCC4)c1C	-7.8%	-6.5	14.6%[59 µM]	-1.6%	-9.3%	50.9%[activator]	-9.2%	-8.9%	-7.0%
CC1CN(CCc2ccccc2)c2nc3c(c(=O)n(CC(N)=O)c(=O)n3C)n2C1 (centres undefined)	-1.6%	-8.6	8.6%	-8.8%	-14.6%	53.5%[activator]	-15.8%[57.1 µM]	-0.5%	-6.8%
CCOC(=O)c1ccc(S(=O)(=O)N2CCC(C(=O)N3CCN(c4ccccc4OC)CC3)CC2)cc1	-8.4%	-1.1	x	-1.1%	-18.8%	13.5%	x	i	-23.1%
Cc1ccc2c(=O)c(C(=O)c3cccc(Cl)c3)cn(CC(=O)Nc3ccc4c(c3)OCCO4)c2n1	u	-1.9	6.6%[59 µM]	-7.3%	-0.6%	47.6%[activator]	-0.8%	-1.9%	-14.4%
O=C(O)c1ccccc1Nc1ccc([N+](=O)[O-])cc1	-7.0%	-0.2	u	-18.5%	-9.1%	41.4%[activator]	-30.2%	-1.6%	-23.8%
Cn1nc([N+](=O)[O-])nc1Sc1nnc(-c2ccccc2)o1	3.3%	38.3	1.6%[59 µM]	-0.1%	-12.3%	25.1%	0.9%	5.6%	-8.5%
COc1ccc(N2CCN(C(=O)C(C)(C)Oc3ccc(Cl)cc3)CC2)cc1	0.7%	-2.6	7.94µM*	19.6%	50.1µM*	u	39.8µM*	i	-16.7%
COCc1cc(C)nc(Nc2ccccc2C)c1C#N	-5.2%	1.0	0.9%[59 µM]	-3.2%	16.0%	62.6%[activator]	1.8%	i	-10.4%
CC1(C)CC(=O)c2cc(C(=O)NCc3ccco3)c(=O)n(-c3ccc(Cl)cc3)c2C1	-3.5%	0.2	-2.1%[12.7 µM]	-13.8%	1.5%[11.4 µM]	31.6%	8.5%	-8.1%	2.9%
COc1ccc(Br)cc1C1Nc2ccccc2C(=O)N1NC(=O)c1ccncc1 (centres undefined)	-3.3%	-6.2	6.6%	12.7%	-27.9%	31.1%	9.9%	i	-3.9%
O=C(CSc1nc2ccsc2c(=O)n1Cc1ccc(C(=O)O)cc1)NCC1CCCO1 (centres undefined)	-13.2%	3.0	-5.7%	7.6%	-7.4%	32.2%	2.9%	1.0%	-17.6%
COC(=O)c1sc(NC(=O)c2ccc(Cn3cc(Cl)cn3)o2)c(C#N)c1C	4.9%	-11.1	7.94µM*	-0.6%	u	-41.2%	-36.6%	-6.7%	u
COc1ccc(OC)c(CNC(=O)c2cc3c(-c4ccc(OC)c(OC)c4)nn(C)c3s2)c1	14.9%	2.5	u	-11.2%	-27.3%	37.3%	x	-7.0%	-17.7%
CCOC(=O)c1ccc(-n2c(CN3CCN(CCO)CC3)nc3ccc([N+](=O)[O-])cc3c2=O)cc1	2.3%	2.0	u	-6.2%	-34.7%	-3.4%	x	-7.9%	-17.1%

Rewritten with values ahead of the structure: entries from further up
| Pin1 inh | PI4K2A block | G9a block | GLS inh | JMJD2A Tudor | HP1b chromo inh | BAZ2B inh | Tb PGK inh | Pol eta inh | SMILES |
| --- | --- | --- | --- | --- | --- | --- | --- | --- | --- |
| -13.2% | 3.0 | -5.7% | 7.6% | -7.4% | 32.2% | 2.9% | 1.0% | -17.6% | O=C(CSc1nc2ccsc2c(=O)n1Cc1ccc(C(=O)O)cc1)NCC1CCCO1 (centres undefined) |
| 4.9% | -11.1 | 7.94µM* | -0.6% | u | -41.2% | -36.6% | -6.7% | u | COC(=O)c1sc(NC(=O)c2ccc(Cn3cc(Cl)cn3)o2)c(C#N)c1C |
| 14.9% | 2.5 | u | -11.2% | -27.3% | 37.3% | x | -7.0% | -17.7% | COc1ccc(OC)c(CNC(=O)c2cc3c(-c4ccc(OC)c(OC)c4)nn(C)c3s2)c1 |
| 2.3% | 2.0 | u | -6.2% | -34.7% | -3.4% | x | -7.9% | -17.1% | CCOC(=O)c1ccc(-n2c(CN3CCN(CCO)CC3)nc3ccc([N+](=O)[O-])cc3c2=O)cc1 |

Remaining list, next part:
Compound	Pin1 inh	PI4K2A block	G9a block	GLS inh	JMJD2A Tudor	HP1b chromo inh	BAZ2B inh	Tb PGK inh	Pol eta inh
COc1cccc(/C=N/NC(=O)CNC(=O)COc2cccc(C)c2)c1O	42.8%[activator]	0.9	x	6.4%	-0.3%	39.9%[activator]	-12.3%	-0.6%	u
O=C(Nc1cccc(Cl)c1Cl)C1CC(=O)N(c2ccc(Br)cc2)C1 (centres undefined)	0.5%	-6.4	-15.6%[59 µM]	1.3%	-24.4%	16.5%	-0.6%	-4.3%	-7.0%
Cc1ccc(NC(=O)COC(=O)CCc2ccccc2)cc1S(=O)(=O)N1CCOCC1	-2.3%	0.3	x	-0.4%	-11.3%	33.1%[activator]	x	2.2%	-14.3%
COc1cc2c3c(c1OC)C1(C=CC(=NO)C=C1)CC3N(C(C)=O)CC2 (centres undefined)	-0.6%	5.4	5.2%[59 µM]	13.3%	-22.5%	61.6%[activator]	6.1%	-5.8%	-10.2%
O=C(N[C@@H]1CCC(=O)N(CC[C@H](Oc2ccccc2)c2ccccc2)CC1)OCc1ccccc1	23.8%	-0.8	x	-9.9%	-25.5%	26.5%	-6.1%[57.1 µM]	-1.1%	-13.0%
COc1cccc(C(=O)Nc2nnc(-c3cccs3)s2)c1	13.3%	-2.1	10µM*	6.6%	3.4%	8.8%	-4.0%	-9.1%	-8.8%
Cc1cccc(N2CCN(C(=O)CCC(=O)N3Cc4ccccc4Oc4ncccc43)CC2)c1C	-3.9%	0.3	-10.3%	13.9%	u	29.8%	-29.8%	-5.6%	-23.9%
C[C@H](NC(=O)c1cc2c([nH]c3ccccc32)c(-c2ccccc2)n1)C(=O)O	u	-0.7	u	2.9%	-13.4%	17.4%	u	i	u
Cn1cccc1C(=O)OCC(=O)NNC(=O)c1ccc([N+](=O)[O-])cc1	-3.1%	-1.5	x	12.0%	-10.7%	12.4%[57 µM]	x	i	-15.2%
O=C(NC(=S)Nc1ccccc1N1CCN(C(=O)c2ccccc2)CC1)c1ccccc1F	3.4%	4.0	-1.7%	-6.2%	-31.2%	12.3%	-31.0%	-9.1%	-15.1%
c1ccc2c(c1)nc(-c1ccncc1)n1nnnc21	8.2%	-3.6	1.9%[59 µM]	-6.8%	-3.1%	11.3%	5.6%	x	-7.4%
NC(=O)C1CCN(C(c2ccccc2)c2nnnn2C2CCCC2)CC1 (centres undefined)	4.8%	-0.6	-23.2%[59 µM]	3.9%	-13.2%	9.2%	-3.3%	-7.2%	-2.2%
Cc1ccccc1N1C(=O)C2C3CCC(O3)C2C1=O (centres undefined)	-2.3%	1.6	30.5%[59 µM]	5.8%	5.4%	12.8%	7.5%[0.457 µM]	-3.0%	-14.6%
O=C(O)c1ccc(N/N=C/c2ccncc2)cc1	8.0%	-17.4	10.8%	21.6%	10.0%	29.8%	5.7%	-10.0%	-13.7%
CN(C)c1ccc2c(c1[N+](=O)[O-])Cc1ccccc1-2	1.2%	-4.6	x	4.9%	15.8µM*	u	x	i	-16.6%
CC1=C(C(=O)N(C)C)C(c2cccs2)NC(=O)N1 (centres undefined)	-1.5%	-16.5	-0.1%[59 µM]	0.3%	0.0%	25.5%	-2.9%	-9.2%	-8.9%
COC(=O)C1=C(C)NC(=O)CC1c1cccc(OC)c1OC (centres undefined)	-10.1%	0.3	-1.7%	-5.1%	-7.0%	19.8%	8.5%	-7.3%	-4.6%
O=C(NCc1ccccn1)Nc1cccc([N+](=O)[O-])c1	3.1%	-3.1	46.9%	0.0%	-1.5%	40.3%[activator]	-17.6%	-4.4%	-20.7%
COC(=O)CCCNC(=O)c1ccc2[nH]c(C)c(C)c2c1	4.8%	-2.0	-9.5%	1.1%	-5.1%	3.8%	-37.7%	-1.3%	5.0%
CCN(CC)S(=O)(=O)c1cc(C(=O)N2CCc3ccccc32)ccc1Cl	-1.9%	2.4	-33.8%[12.7 µM]	36.0%[activator]	-9.6%	27.9%	-17.1%	-5.9%	0.1%
CC(=O)N1c2ccc(S(=O)(=O)NCCC(=O)Nc3ccccc3C)cc2CC1C (centres undefined)	8.0%	2.4	4.8%[59 µM]	-10.9%	-10.1%	41.6%[activator]	-13.0%	1.5%	-0.8%
NC(=O)NCCCC(NC(=O)c1ccc(C#CC2(O)CCCCC2)cc1)C(=O)O (centres undefined)	25.6%	3.4	-3.0%	-0.4%	0.8%[11.4 µM]	37.8%[activator]	-28.9%	i	-7.0%
CC1CCCCN1C(=O)c1cccc(NC(=O)c2ccccc2)c1 (centres undefined)	-6.3%	-2.9	6.1%	3.3%	-1.1%	32.7%[57 µM]	21.6%	i	-11.0%
CCCCC(=O)N1CCN(c2ccc(OC)cc2[N+](=O)[O-])CC1	4.2%	3.9	u	3.5%	-29.8%	-14.8%	u	-1.3%	-12.3%
O=C(CSc1nc2[nH]ncc2c(=O)[nH]1)Nc1cccc([N+](=O)[O-])c1	-5.4%	-2.7	u	-7.6%	-6.6%	20.9%	-5.2%	-3.2%	-5.5%
O=C(Nc1ccc2c(c1)OCCO2)c1cccnc1Oc1ccccc1	-5.5%	1.9	x	-3.4%	-6.3%	44.3%[activator]	-10.8%	-0.4%	-10.6%
